Screening data: PubChem, several laboratories
STAT1 blocker: inhibitors of IFN-gamma induced STAT1 signaling | NIH 3T3 STAT1-luciferase reporter, luminescence | inhibition, % at 5.5 µM | actives 0.35% (n = 200,000) | AID 920;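 active = inhibition above a set limit, the mean inhibition across all tested compounds plus 3 SD, cut at about 34% in these data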;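 also: 0% = IFN-gamma with DMSO and 100% = IFN-gamma with 300 µM nifuroxazide; values of inactives mirror those of a sister screen read the other way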
Hsp70 act: switches on Hsp70 transcription | HeLa Hsp70 promoter luciferase reporter, luminescence; scaled: vehicle 0, proteasome-inhibitor control 100% | activation, % at 10 µM | actives 0.04% (n = 200,000) | AID 1203;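 active = activation above the mean across all tested compounds plus 3 SD, cutoff set per campaign, cut at about 5.5% in these data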;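 also: 100% = MG132 at 30 µM as the positive control and 0% = DMSO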
STAT3 act: activators of IL-6 induced STAT3 signaling | actives 0.91% (n = 190,000) | activation (% of control), % at 5.6 µM | U3A cells, IL-6 STAT3-luciferase reporter, luminescence; 100% = signal with IL-6 EC80 alone | AID 871;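 active = activation above the screen-wide mean of compound activation plus 3 SD, cut at about 130% in these data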;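 also: 0% = background luminescence of wells with medium and substrate only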
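Material: STAT3-luciferase reporter U3A cells; Probe or stimulus: IL-6 (33 ng/mL); Incubation: compound pre-incubation 1 h before IL-6, then 6 h stimulation at 37 °C; Technique: luminescence from STAT3-driven luciferase reporter; Evaluation: % activation versus median of IL-6-stimulated wells; Controls: IL-6-only high control.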
STAT1 act: increases IFN-gamma driven STAT1 reporter signal. activation (% of control), % at 5.5 µM. AID 932. actives 2.6% (n = 200,000). NIH 3T3 STAT1-luciferase reporter, luminescence; 100% = IFN-gamma alone, no compound;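 active = activation above the screen-wide mean activation plus 3 SD, cut at about 130% in these data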;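 also: raw ratio to IFN-gamma control signal so 100% means no change and 0% no light; values of inactives mirror those of a sister screen read the other way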
STAT3 inh: inhibitors of IL-6 induced STAT3 signaling; actives 0.89% (n = 190,000); AID 862; U3A cells, IL-6 STAT3-luciferase reporter, luminescence; host cell line lacks STAT1; inhibition, % at 5.5 µM;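 active = inhibition above the mean inhibition across all screened compounds plus 3 SD, cut at about 44% in these data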;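 also: 0% = DMSO only wells and 100% = 100 µM nifuroxazide control wells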
Diaphorase inh: diaphorase inhibition or chemical oxidation counter-screen; diaphorase resazurin-to-resorufin fluorescence, NADH, 16 min; bacterial (C. kluyveri) enzyme, not human; inhibition, % at 20 µM; actives 0.69% (n = 190,000);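 active = primary screen inhibition at 20 µM above a set limit, cut at about 50% in these data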;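 also: plate controls were DMSO with full reaction for no effect and wells lacking NADH for full effect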
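material = Clostridium kluyveri diaphorase enzyme | amount = 0.14 U/mL diaphorase, enzyme working solution | schedule = incubation 16 min, room temperature | detection = fluorescence of resorufin formed from resazurin, Ex 544/Em 590 nm | benchmarks = positive control minus NADH, DMSO neutral control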
TLR4-MyD88 BLA: blocks binding of human TLR4 to MyD88. actives 0.18% (n = 200,000). O00206+Q99836. HeLa CL3-4 TLR4/MyD88 BLA complementation, FRET ratio. inhibition, % at 8.4 µM; in the data active = inhibition above about 25%;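 also: 0% = vehicle and 100% = reference inhibitor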
Target sequence (O00206 whole entry, looked up): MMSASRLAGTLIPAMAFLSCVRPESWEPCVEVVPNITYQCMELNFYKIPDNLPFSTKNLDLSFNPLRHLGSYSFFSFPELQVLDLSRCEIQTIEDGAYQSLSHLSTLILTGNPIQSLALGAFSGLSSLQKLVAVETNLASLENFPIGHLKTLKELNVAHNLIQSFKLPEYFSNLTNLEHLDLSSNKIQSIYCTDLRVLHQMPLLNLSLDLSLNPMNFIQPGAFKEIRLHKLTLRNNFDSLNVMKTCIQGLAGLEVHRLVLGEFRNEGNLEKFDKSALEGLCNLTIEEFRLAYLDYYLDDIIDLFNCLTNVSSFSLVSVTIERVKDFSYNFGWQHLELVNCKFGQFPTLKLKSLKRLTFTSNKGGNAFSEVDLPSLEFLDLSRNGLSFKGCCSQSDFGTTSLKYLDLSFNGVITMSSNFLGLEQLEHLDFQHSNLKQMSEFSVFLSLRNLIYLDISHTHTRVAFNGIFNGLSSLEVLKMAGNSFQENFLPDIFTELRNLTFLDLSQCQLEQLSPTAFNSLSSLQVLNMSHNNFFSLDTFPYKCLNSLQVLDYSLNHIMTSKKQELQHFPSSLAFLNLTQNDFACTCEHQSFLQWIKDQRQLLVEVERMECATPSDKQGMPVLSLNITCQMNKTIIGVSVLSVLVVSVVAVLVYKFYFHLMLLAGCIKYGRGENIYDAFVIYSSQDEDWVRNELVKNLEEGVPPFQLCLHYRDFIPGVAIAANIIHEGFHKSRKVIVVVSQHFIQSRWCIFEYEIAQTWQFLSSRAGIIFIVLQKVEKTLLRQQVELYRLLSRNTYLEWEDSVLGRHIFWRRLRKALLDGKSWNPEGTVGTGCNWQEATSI
Target sequence (Q99836 whole entry, looked up): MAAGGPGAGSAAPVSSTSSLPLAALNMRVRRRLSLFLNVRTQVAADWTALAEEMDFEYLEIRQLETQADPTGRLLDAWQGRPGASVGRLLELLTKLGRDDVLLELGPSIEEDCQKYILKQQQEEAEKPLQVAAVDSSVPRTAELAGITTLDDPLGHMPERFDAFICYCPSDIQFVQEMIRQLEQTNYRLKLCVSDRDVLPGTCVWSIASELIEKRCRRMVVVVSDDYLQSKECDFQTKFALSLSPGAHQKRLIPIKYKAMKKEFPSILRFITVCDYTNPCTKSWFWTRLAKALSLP
APP transl inh: APP translation inhibition; SH-SY5Y APP 5'UTR-luciferase reporter, luminescence; AID 1285; inhibition, % at 2 µM; actives 0.82% (n = 190,000);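 active = inhibition above a set limit, derived from the sample mean plus 3 SD, cut at about 45% in these data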; also: values of inactives mirror those of a sister screen read the other way
G6PDH counter: L. mesenteroides G6PDH inhibition counter-screen; inhibition, % at 5 µM; actives 0.12% (n = 200,000); Purified L. mesenteroides G6PDH, diaphorase/resazurin coupled fluorescence, 45 min; in the data active = inhibition above about 50%
Diaph act CS: counter-screen for diaphorase-based assays: diaphorase activators and chemical reducers. activation factor at 20 µM. Diaphorase/resazurin coupled assay, resorufin fluorescence, 16 min; hits give high values; 1 = vehicle wells, 0 = NADH-free wells. actives 0.005% (n = 190,000);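 active = diaphorase activity raised at least twofold by the compound at 20 µM; inactive = activation factor below 2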
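Material: bacterial diaphorase enzyme (C. kluyveri); amount: enzyme 0.07 U/mL final; reagent: NADH substrate 0.114 mM plus resazurin dye 0.1 mM, final; doses: single compound dose of 20 µM, 1% DMSO final; timing: 16 min enzyme reaction, ambient temperature; measured by: fluorescence of resorufin, 544 nm excitation, 590 nm emission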
Starred values were filed as active, the others as inactive; x = not tested or not shown.

SMILES	STAT1 blocker	Hsp70 act	STAT3 act	STAT1 act	STAT3 inh	Diaphorase inh	TLR4-MyD88 BLA	APP transl inh	G6PDH counter	Diaph act CS
COC(=O)c1[nH]c2ccc(F)cc2c1NS(=O)(=O)c1ccc(F)c(C)c1	11	-0.7	117	90	-15	-8	-8	3	9	1.1
CCCOc1ccc(C(=O)NCc2ccco2)cc1	-14	-0.1	95	112	6	10	-8	-22	4	0.9
CNC(=S)N1N=C(c2ccc(Br)cc2)CC1c1ccc(Br)cc1 (centres undefined)	-4	0.0	88	104	14	12	-9	x	21	0.9
CSCCC(NC(=O)c1cncc(Br)c1)C(=O)O (centres undefined)	0	-0.4	101	100	3	15	-6	2	11	0.8
O=C(C1CCC(=O)N1C1CCCCC1)N1CCN(c2ccc(F)cc2)CC1 (centres undefined)	3	-0.4	96	98	10	13	10	-8	7	0.9
CCN(CC(=O)Nc1ccc(NC(C)=O)cc1)C(=O)C(c1ccccc1)c1ccccc1	3	-0.3	109	98	-7	-1	7	-1	-1	1
COc1ccc(-c2nnc(SCC(=O)N(Cc3ccccc3)C(C)(C)C)o2)cc1OC	6	-0.3	91	95	15	32	-6	-13	11	0.7
COc1cccc2cc(C(C)N(CCCN3CCOCC3)C(=O)Nc3ccc(Cl)cc3)oc12 (centres undefined)	4	-0.2	102	96	2	21	4	-1	13	0.8
Nc1nnc(Sc2ccc(Cl)cc2[N+](=O)[O-])s1	-13	-0.3	109	111	-4	18	6	15	-4	0.8
CCOC(=O)c1c(C)n(-c2ccc(C)cc2)c2ccc(OCC(O)CN3CCN(C)CC3)cc12 (centres undefined)	9	0.0	101	90	1	-10	6	2	2	1.1
Cc1ccc(-c2nc(-c3ccccn3)no2)cc1	90*	-0.6	10	17	107*	9	-61	39	-2	0.9
O=C(O)COCCN1CCN([C@H](c2ccccc2)c2ccc(Cl)cc2)CC1	x	-0.1	x	x	x	9	x	x	1	0.9
O=C(COC(=O)c1cnccn1)c1ccccc1	-4	-0.2	106	103	-6	10	-2	5	1	0.9
Cc1c(Cl)cccc1-c1ccc(C(=O)N2CCN(c3ccc([N+](=O)[O-])cc3)CC2)o1	6	0.0	98	94	2	10	-3	9	0	0.9
CN(C)C(/C=C/Nc1ccc([N+](=O)[O-])cc1)=C(C#N)C#N	-9	-0.4	103	109	1	6	0	0	1	0.9
CCOc1cc(/C=N/Nc2nc(=O)[nH]nc2C)ccc1O	-12	0.0	104	110	-4	1	-14	-2	2	1
CCOC(=O)C1CCCCN1Cc1cc(Cl)ccc1O (centres undefined)	1	-0.1	105	100	-6	8	-12	11	1	0.9
CC1(C(=O)OCc2cc(=O)n3cc(Br)ccc3n2)CC1(Cl)Cl (centres undefined)	-67	0.3	96	161*	7	7	8	-82	1	0.9
C=CCNC(=O)c1cccc(C(F)(F)F)c1	9	-0.5	91	92	17	9	4	-9	15	0.9
COc1ccccc1Nc1ncccc1C(=O)NCc1ccccc1	7	-0.3	98	93	4	2	-5	-1	2	1

Compounds listed so far containing fluorine:
SMILES	STAT1 blocker	Hsp70 act	STAT3 act	STAT1 act	STAT3 inh	Diaphorase inh	TLR4-MyD88 BLA	APP transl inh	G6PDH counter	Diaph act CS
COC(=O)c1[nH]c2ccc(F)cc2c1NS(=O)(=O)c1ccc(F)c(C)c1	11	-0.7	117	90	-15	-8	-8	3	9	1.1
O=C(C1CCC(=O)N1C1CCCCC1)N1CCN(c2ccc(F)cc2)CC1 (centres undefined)	3	-0.4	96	98	10	13	10	-8	7	0.9
C=CCNC(=O)c1cccc(C(F)(F)F)c1	9	-0.5	91	92	17	9	4	-9	15	0.9

The main list resumes with the 2 entries that preceded the break.
SMILES	STAT1 blocker	Hsp70 act	STAT3 act	STAT1 act	STAT3 inh	Diaphorase inh	TLR4-MyD88 BLA	APP transl inh	G6PDH counter	Diaph act CS
C=CCNC(=O)c1cccc(C(F)(F)F)c1	9	-0.5	91	92	17	9	4	-9	15	0.9
COc1ccccc1Nc1ncccc1C(=O)NCc1ccccc1	7	-0.3	98	93	4	2	-5	-1	2	1
O=C(NCc1cccnc1)c1cn(-c2ccccc2)nc1-c1cccs1	-6	-0.1	103	105	-2	16	-6	-10	5	0.8
Cc1ccc(NC(=O)CSc2ccc(-c3ccco3)nn2)c(C)c1	-2	-0.1	103	100	0	8	-2	-11	2	0.9
C[C@H](NC(=O)c1ccccc1Cl)C(=O)OCCOc1cccc(Cl)c1	0	0.0	93	99	15	11	-4	-1	2	0.9
O=C(O)C1=C[C@@H](c2coc3ccccc3c2=O)C[C@@H](OCCCCO)O1	-16	-0.4	x	116	x	34	-5	-7	10	0.7
Cc1cc2c(cc1C)[n+](C)cn2CC(O)COCc1ccccc1 (centres undefined)	-3	0.1	103	102	7	7	-5	-4	-1	0.9
Clc1ccc(N2CCCCCC2)nn1	1	-0.3	97	99	13	8	-8	-6	0	0.9
CCOC(=O)C1C(=O)NC(SC)=C(C#N)C1c1ccccc1F (centres undefined)	-1	-0.2	102	102	4	11	2	-5	9	0.9
COc1ccc(Nc2ccc(S(=O)(=O)N3CCCCC3)cc2[N+](=O)[O-])cc1	10	-0.5	93	90	5	28	-4	4	-11	0.7
Cc1ccc(NC(N)=S)cc1C	-4	-0.1	99	103	0	3	0	8	-2	1
CCOc1ccc(N(CC(=O)Nc2cccc(Cl)c2)S(=O)(=O)c2c(C)noc2C)cc1	16	0.1	97	85	13	29	-1	-9	8	0.7
COc1ccc(-c2cc(C3CC3)nc(SCC(=O)c3cccs3)c2C#N)cc1	2	-0.4	94	98	2	16	-1	-4	-56	0.8
Nc1nc(-c2ccco2)nn1C(=O)c1ccccc1	-2	-0.1	102	102	0	12	11	-15	-6	0.9
Cc1cc(Nc2cccc([N+](=O)[O-])c2)n2c(nc3ccccc32)c1C#N	8	-0.3	32	101	80*	17	2	9	-31	0.8
Cc1nn(C)c(C)c1CNC(=O)c1cnn2c1NC(c1ccccc1)CC2C(F)(F)F (centres undefined)	5	0.3	98	96	7	11	-2	-15	12	0.9
COc1ccc(C(=O)c2ccc(Cl)cc2)c2ccccc12	-9	-0.2	106	108	0	15	4	3	7	0.9
CCOC(=O)CSc1ncc(-c2ccc([N+](=O)[O-])cc2)[nH]1	4	-0.4	97	96	6	12	-7	9	8	0.9
CS(=O)(=O)N1CCN(c2ccc([N+](=O)[O-])c(NCCN3CCOCC3)c2)CC1	-1	-0.3	104	100	2	6	17	-4	4	0.9
CC(C)(C)C(=O)COC(=O)c1ccc(O)cc1	-3	-0.1	103	102	0	17	5	-23	16	0.8
COc1ccc(NC(=O)/C(C#N)=C/C=C/c2ccco2)cc1	15	0.7	96	87	4	14	6	14	-23	0.9
Cc1nc(NC(=S)NC(=O)COc2ccccc2Cl)ccc1Br	4	-0.4	93	96	12	5	-1	-1	2	1
CCCCCCOc1ccc(C(CC(N)=O)C(=O)O)cc1 (centres undefined)	-5	-0.1	101	103	2	18	-5	7	12	0.8
COc1ccc(/C=N\NC(=O)CNC(=O)C(c2ccccc2)c2ccccc2)cc1[N+](=O)[O-]	5	-0.2	102	95	0	20	16	10	-3	0.8
CCCn1c(C)cc(/C=C(\C#N)C(=O)OCC(=O)NC(=O)NCC)c1C	-2	-0.1	102	102	2	21	-2	-7	5	0.8
CCCCNC(=O)CCC(=O)Nc1ncc(-c2ccc(C)cc2)n1C	0	2.1	103	100	0	11	-12	-3	4	0.9
O=C(Cc1ccc(-n2cccc2)cc1)NCc1cccs1	-6	-0.1	119	105	-16	7	11	94*	2	0.9
O=C(Nc1ccc(OC(=O)c2cccnc2)cc1)c1cccnc1	0	-0.5	96	100	8	14	8	-6	3	0.9
C/C(=N\N1CCN(C2c3ccccc3-c3ccccc32)CC1)c1ccco1	5	-0.1	103	96	1	17	-19	13	12	0.8
C/C(Cn1nc([N+](=O)[O-])cc1C)=N\NC(=O)COc1c(Cl)cc(Cl)cc1Cl	-8	-0.5	102	108	-7	12	-19	6	1	0.9
O=C(NCCc1cn2ccccc2n1)c1ccccc1F	-9	-0.3	97	108	7	4	-9	-9	5	1
COc1ccc(NS(=O)(=O)c2ccc(S(=O)(=O)N(C)C)cc2)cc1S(N)(=O)=O	-5	-0.3	101	104	5	8	-12	-37	9	0.9
Cc1ccc(N/C=C/C(=O)c2ccccc2)cc1C	-47	-0.1	57	142*	52*	8	9	-124	1	0.9
COCCNC(=O)Cn1ncc2ccsc2c1=O	-5	-0.2	102	104	2	20	18	-2	7	0.8
NC(=O)C1CCN(C2=C(Cl)C(=O)c3ccccc3C2=O)CC1	2	0.1	113	98	-5	5	7	-5	60*	0.9

Entries shown so far containing a tert-butyl group (2):
SMILES	STAT1 blocker	Hsp70 act	STAT3 act	STAT1 act	STAT3 inh	Diaphorase inh	TLR4-MyD88 BLA	APP transl inh	G6PDH counter	Diaph act CS
COc1ccc(-c2nnc(SCC(=O)N(Cc3ccccc3)C(C)(C)C)o2)cc1OC	6	-0.3	91	95	15	32	-6	-13	11	0.7
CC(C)(C)C(=O)COC(=O)c1ccc(O)cc1	-3	-0.1	103	102	0	17	5	-23	16	0.8
